Bioassay records as filed in PubChem.
DYRK1A inh – inhibitors of rat Dyrk1A kinase. AID 504441. actives 0.43% (n = 310,000). ADP-Glo luminescence, NFATc1 peptide. inhibition, % at 12.5 µM. Q63470; in the data active means inhibition above about 50%;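 further: plate controls were vehicle with enzyme for no effect and no enzyme for full effect; many of its hits are not listed in these tables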
HSP90 refold inh – blocks HSP90-mediated luciferase refolding in reticulocyte lysate. Rabbit reticulocyte lysate, luciferase refolding luminescence, 3 h. inhibition, % at 5.6 µM. actives 0.91% (n = 290,000);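 active means inhibition above the screen-wide mean plus 3 SD, computed separately per campaign, cut at about 16% in these data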;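 further: 0% = DMSO wells and 100% = 60 µM geldanamycin wells; inhibitors lower the luminescence because luciferase stays unfolded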
The depositor's hits bear a star; / = not tested or not shown. Not all compounds are listed, so the mix of outcomes need not match the whole.

Below each SMILES: DYRK1A inh	HSP90 refold inh
CC(OC(=O)Cn1cnc2c1c(=O)n(C)c(=O)n2C)C(=O)NC1(C#N)CCCCC1 (stereo unspecified)
  5	/
Cc1cccc(NC(=O)CNC(=O)c2cc(C3CC3)nn2-c2ccccc2)c1C
  7	/
COc1ccc(S(=O)(=O)N2CCN(CC(=O)N3c4ccccc4CC3C)CC2)cc1OC (stereo unspecified)
  14	/
Cc1cc(C)c(CN2CCN(CCCn3ccc(NC(=O)OCc4ccccc4)nc3=O)CC2)c(C)c1
  7	/
CC1CC(C)C(=NNC(N)=O)C(C(O)CC2CCC(=O)NC2=O)C1 (stereo unspecified)
  0	/
CC1CCCC(C)N1C(=O)CN1C(=O)NC2(CCOc3ccccc32)C1=O (stereo unspecified)
  -3	/
CC(C)N1CCN(S(=O)(=O)c2ccccc2)c2ccccc21
  -2	/
CC(O)C1CCC2C3CCC4CC(O)CCC4(C)C3C(=O)CC12C (stereo unspecified)
  -2	/
CCN1C[C@@H]2[C@@H]3C(=O)N(Cc4ccccc4)C(=O)[C@@H]3[C@](CC)(C1=O)N2C(=O)c1ccc(Cl)c(Cl)c1
  -5	/
CN(Cc1ccccc1F)C(=O)CN1C(=O)NC2(CCc3ccccc32)C1=O (stereo unspecified)
  -1	/
Cc1cnc(C(=O)N2CCN(S(=O)(=O)c3cc(C(F)(F)F)cc(C(F)(F)F)c3)CC2)cn1
  -4	/
CCN(CC)C1Oc2cc3c(cc2C(c2cc(OC)c(O)c(OC)c2)C1C)OCO3 (stereo unspecified)
  -1	/
CNc1nc(NC)nc(NNC(=O)c2ccccc2)n1
  4	/
COc1ccc(C(=O)Nc2ccc(N3CCOCC3)cc2)cc1S(=O)(=O)N1CCOCC1
  8	/
COc1cccc(NC(=O)CN(C)C(=O)c2ccc(OCC3CCCO3)cc2)c1 (stereo unspecified)
  -3	/
COc1ccc(C(=Cc2ccccc2)C(=O)O)cc1
  7	/
Cc1ccnc(NC(=O)c2cccc(NC(=O)c3ccc(Cl)cc3)c2)c1
  7	/
Cc1cc(C)c2c(c1)CC(C)(C)CC2=O
  2	/
Cc1ccc(O)c(C(=O)c2cnn(C(=O)c3cccc(S(=O)(=O)N(C)C)c3)c2)c1
  -1	/
Cc1ccc2nc(-c3cccc(SC4CCCCC4)c3)c(NCc3ccccc3)n2c1
  7	/
C[C@@H]1CN[C@H](CCO)/C1=C\c1ccccc1
  -1	/
O=C1CSC(=S)N1Nc1ccccc1
  -4	/
O=C(Cn1cc(COc2c(F)c(F)cc(F)c2F)nn1)c1ccc(O)cc1
  11	/
Cc1ccccc1C(=O)N1CCC2CC1c1cc(-c3ccc(F)cc3)ccc12 (stereo unspecified)
  -4	/
COc1cc(C(=O)NCCCN2CCCC2=O)ccc1OCc1ccc(Cl)cc1Cl
  -2	/
N#CCSc1ccccc1NC(=O)COC(=O)CCNC(=O)c1ccc([N+](=O)[O-])cc1
  6	/
O=C(C1CC(=O)N(c2ccc3c(c2)OCCO3)C1)N1CCN(S(=O)(=O)c2cccc(F)c2)CC1 (stereo unspecified)
  -2	/
CC(C)N(C(=O)[C@H]1C[C@H](CC(=O)NCCC2=CCCCC2)C(=O)N2CCc3c([nH]c4cc(CCC(=O)N(C)C)ccc34)[C@]12C)C(C)C
  -4	/
COc1ccc(C)cc1CN(C)c1ccc(S(=O)(=O)N2CCN(C)CC2)cn1
  1	/
CN(C(=O)CSc1nc2ccccc2o1)C1CCCCC1
  -7	/
c1ccc(-n2nnnc2-c2cccc3ccccc23)cc1
  0	/
O=C(C1CCC1)N1CCN(S(=O)(=O)c2cc(F)ccc2F)CC1
  5	/
O=C(COC(=O)c1cccc(S(=O)(=O)N2CCCC2)c1)Nc1ccccc1C(F)(F)F
  -10	/
COCCCn1c(=N)c(C(=O)NCc2ccc3c(c2)OCO3)cc2c(=O)n3cccc(C)c3nc21
  -5	/
Cc1ccc(S(=O)(=O)N(CC(=O)NCc2cccs2)c2ccccc2)cc1
  -8	/
Nc1nnc(SCC(=O)NNC(=O)c2ccccc2)s1
  13	/
COc1ccccc1C(=O)NCC(=O)Nc1ccc2c(c1)OCO2
  4	/
CCN(C[C@H]1N[C@@](Cc2ccccc2)(C(=O)OC)[C@H]2C(=O)N(Cc3ccccc3)C(=O)[C@@H]12)C(=O)C1CCCCC1
  -4	/
O=C(CN1CCN(C(=O)c2cccc(S(=O)(=O)N3CCCC3)c2)CC1)Nc1cccc(F)c1
  3	/
Cc1cccc(NC(=O)CSCC(=O)N(C)Cc2ccc3c(c2)OCCO3)c1
  0	/
CCOC(=O)C1=CN(CC2CCCCC2)CCC1=O
  4	/
Cc1noc(C)c1NC(=O)N(C)C[C@H]1Oc2ccc(NC(=O)c3ccncc3)cc2C(=O)N([C@H](C)CO)C[C@@H]1C
  -3	/
CCN(C(=O)CSc1nc2ccc([N+](=O)[O-])cc2s1)c1c(N)n(Cc2ccccc2)c(=O)[nH]c1=O
  -2	/
COC(=O)[C@]1(C)N[C@H](CN(C)S(=O)(=O)c2ccc(C(F)(F)F)cc2)[C@@H]2C(=O)N(C)C(=O)[C@@H]21
  4	/
Cc1ccc(S(=O)(=O)N2CCN(C(=O)COC(=O)/C=C/c3ccc(C(F)(F)F)cc3)CC2)c(C)c1
  -6	/
CSCCC(NC(=O)c1ccccc1Cl)C(=O)NCC(c1cccs1)N(C)C (stereo unspecified)
  5	/
O=C1N[C@@H](c2ccccc2)COC(=O)[C@H](Cc2ccc(F)cc2)C/C=C\C[C@H]1CC(=O)N(CCO)Cc1ccccc1
  -6	/
c1coc(C2=NC(c3ccco3)C(c3ccco3)N2)c1 (stereo unspecified)
  -3	/
CCCCN1C=C(C(=O)OCC)C(=O)CC1
  -1	/
Cc1ccc(S(=O)(=O)N2CCN(C(=O)COC(=O)COc3ccc(Br)cc3)CC2)c(C)c1
  10	/
CCCCOc1ccc(C(=O)NCC(=O)NC2CC2)cc1
  -5	/
CC(=O)Nc1cccc2ccc(O)cc12
  8	/
COc1cccc(CNC(=O)c2ccc(Cl)c(S(=O)(=O)N3CCOCC3)c2)c1
  6	/
COC(=O)c1c(NC2=NS(=O)(=O)c3ccccc32)sc2c1CCC(C(C)(C)C)C2 (stereo unspecified)
  -5	/
CCN(Cc1ccccc1)C(=O)COC(=O)Cc1c[nH]c2ccccc12
  5	/
CN(C(=O)COC(=O)COc1ccc(N(C)S(=O)(=O)c2ccc(Cl)cc2)cc1)c1ccccc1
  -2	/
CCC(C)N(C(=O)CSc1nnc(-c2cccs2)n1C1CC1)C1CCS(=O)(=O)C1 (stereo unspecified)
  -1	/
COc1ccc(NC(=O)c2c[nH]c(=O)n(-c3ccc(C)c(C)c3)c2=O)c(OC)c1
  -5	/
Cc1occc1-c1nnc(SC(C)C(=O)Nc2ccccc2F)o1 (stereo unspecified)
  -1	/
Cc1cc(C(=O)Nc2ccncc2)c(C)o1
  14	/

Next section
compound,DYRK1A inh,HSP90 refold inh
O=C(CCc1ccccc1)N[C@@H]1c2ccccc2CC[C@H]1OCc1ccccc1,-2,/
COc1ccc(C(=O)NCC(C)(c2ccccc2)c2ccccc2)cc1S(=O)(=O)N1CCOCC1,2,/
Cc1cccc(OCc2nnc(SCC(=O)c3c(N)n(C4CC4)c(=O)[nH]c3=O)o2)c1,-9,/
O=C1c2cccc(NCCCNCCO)c2C(=O)c2cccc(NCCCNCCO)c21,22,/
CC1(C)CSC(C)(C)C(=O)N1,-7,/
F[B-](F)(F)COc1ccccc1,41,/
COC(=O)c1ccccc1S(=O)(=O)N1CCC(C(=O)Nc2ccccc2N2CCOCC2)CC1,-1,/
CN(CCc1ccccc1)C(=O)c1ccc(NC(=O)Cc2ccc(NC(=O)C3CCCN(S(=O)(=O)c4cccc([N+](=O)[O-])c4)C3)cc2)cc1 (stereo unspecified),-2,/
CCN(CC)CCCN1C(=O)C(=O)/C(=C(/O)c2c(C)nc3ccccn23)C1c1ccc(C)o1 (stereo unspecified),-1,/
OC1COC(c2ccccc2)OC1C1OC(c2ccccc2)OCC1O (stereo unspecified),5,/
COc1ccc2c(-c3ccc(OCCN4CCOCC4)cc3)c(-c3ccccc3OC)sc2c1,0,/
COCCN(C(=O)Cc1csc(-c2cccc(Cl)c2)n1)c1c(N)n(Cc2ccccc2)c(=O)[nH]c1=O,1,/
CN(C)C(CNC(=O)c1cccs1)c1ccco1 (stereo unspecified),9,/
CCc1ccccc1-n1ncc(C(=O)Nc2ccc(OC)cc2)c1C,0,/
Cc1ccc(S(=O)(=O)N2C[C@@H]3CCCC[C@@H]3[C@@H](C)[C@H]2CC(=O)c2ccccc2)cc1,-2,/
COc1ccc(C=NNC(=S)NC23CC4CC(CC(C4)C2)C3)cc1OC,-4,/
O=C(c1ccc2c(c1)OCO2)N1CCN(CCN2C(=O)c3cccc4cccc(c34)C2=O)CC1,-5,/
Cc1cc(OCc2nc(N)nc(N)c2-c2ccc(Cl)c(Cl)c2)ccc1[N+](=O)[O-],4,/
CN1C[C@@H]2[C@@H]3C(=O)N(Cc4ccccc4)C(=O)[C@@H]3[C@](Cc3ccccc3)(C1=O)N2C(=O)c1ccc(C(C)(C)C)cc1,-3,/
CC(NC(=O)CNC(=O)c1ccccc1Br)c1cccs1 (stereo unspecified),-2,/
CCN(C(=O)CSc1nnc(-c2ccc(C)cc2)n1N)c1c(N)n(Cc2ccccc2)c(=O)[nH]c1=O,9,/
Cc1ccc(C)c(Nc2nc3ccccc3[nH]2)c1,0,/
S=C(c1ccc2c(c1)OCO2)N1CCN(c2cccc(Cl)c2)CC1,3,/
CC/C(=C(/c1ccccc1)c1ccc(OCC[N+](C)(C)C)cc1)c1ccccc1,7,/
CCCCCCN1C(=O)C(O)=C(C(C)=O)C1c1ccccc1[N+](=O)[O-] (stereo unspecified),3,5
Cc1ccc(C(=O)Oc2coc(CSc3nnc(NC(=O)C4CC4)s3)cc2=O)cc1C,-2,4
Cc1ccc(NC(=O)CN2C(=O)N/C(=C/c3cc(C)n(-c4cccc(C(=O)O)c4)c3C)C2=O)cc1,-8,3
CCCc1nc2c(=O)n(C)c(=O)nc-2n(C)n1,65*,75*
COCCn1c(CN2CCN(C)CC2)nc2c1c(=O)n(C)c(=O)n2C,4,-4
COc1ccc(NC(=O)/C(Cl)=C(/Cl)S(=O)Cc2ccc(Cl)cc2)cn1 (stereo unspecified),5,2
Cc1ccc(NC2=Nc3ccccc3N3C2=Nc2c(c(C)nn2-c2ccccc2)C3c2ccc(O)c(O)c2)cc1 (stereo unspecified),-5,-1
Nc1c(Cl)cc(S(N)(=O)=O)cc1S(N)(=O)=O,-2,0
Cc1ccc(C)c(N2CCN(c3ncnc4c3cnn4-c3ccccc3)CC2)c1,5,0
COC(=O)c1ccc(COc2ccccc2/C=N/Nc2cccc(C(=O)O)c2)cc1,-2,6
CCOC(=O)N1CCN(c2c(N3CCN(c4cccc(C)c4C)CC3)c(=O)c2=O)CC1,-1,0
CCN(CC)CCCOc1nc(C)nc2c1oc1ccccc12,10,-3
Cc1nn(-c2ccccc2)c2c1C(c1ccc(Br)s1)C(C#N)=C(N)O2 (stereo unspecified),4,9
Cc1noc(C)c1S(=O)(=O)N(CC(=O)Nc1ccc2c(c1)OCO2)c1ccc(C(C)C)cc1,2,0
CC(=O)NC1C(=O)N(CCc2ccccc2)c2ccc(Br)cc21 (stereo unspecified),7,-1
Cc1ccc(C2=NC(=O)/C(=C/c3cc(O)c(O)c(Br)c3)S2)cc1,-2,-7
CC1=CC2(C#N)C3(N=C(N)C2(C#N)C(c2ccccc2)N1)OCCO3 (stereo unspecified),12,-5
CCOC(=O)c1ccccc1NC(=O)Cn1cnc2c(cnn2-c2ccc(F)cc2)c1=O,1,3
CC(=O)N1c2ccccc2N2C(c3c(C)c(C)cc(C)c3C)=NON12,4,5
COc1ccc(-c2cnnc(N/N=C/c3ccc(-c4ccc([N+](=O)[O-])cc4)o3)n2)cc1,-3,1
C=C(C)C(=O)Nc1nnc(-c2ccccc2C)s1,5,-4
O=C1NNC(c2ccccc2)=N/C1=C\c1ccccc1Cl,22,4
COC(=O)c1sccc1NC(=O)/C=C\c1ccc(Cl)cc1Cl,7,7
CCn1c(=O)c(C(=O)Nc2cccnc2)c(O)c2ccccc21,-2,1
COc1ccc(Cn2c(=O)sc3ccccc3c2=O)cc1,-1,2
Cn1cc[nH]c1=S,-1,3
CCOc1ccccc1-c1c2cc(O)c(=O)cc-2oc2cc(O)c(O)cc12,6,0
CCn1c(=NC(=O)CN2C(=O)CCC2=O)sc2c(C)cc(C)cc21,-4,0
CCc1cc2c(SCC(=O)Nc3ccc(Cl)cn3)ncnc2s1,-3,-4
COc1cc(C(C(=O)NC(C)(C)C)N(C(=O)CNC(=O)c2cccs2)c2ccc(C(C)C)cc2)cc(OC)c1OC (stereo unspecified),-2,3
COc1ccc(Cl)cc1S(=O)(=O)N1CCN(C(=O)c2cc(OC)c(OC)c(OC)c2)CC1,5,-2

Sorted by value in DYRK1A inh (high to low): some entries from above.
mol	DYRK1A inh	HSP90 refold inh
O=C1NNC(c2ccccc2)=N/C1=C\c1ccccc1Cl	22	4
COC(=O)c1sccc1NC(=O)/C=C\c1ccc(Cl)cc1Cl	7	7
Cn1cc[nH]c1=S	-1	3
COc1cc(C(C(=O)NC(C)(C)C)N(C(=O)CNC(=O)c2cccs2)c2ccc(C(C)C)cc2)cc(OC)c1OC (stereo unspecified)	-2	3

Profiles, quoted from the list. Values in the order: DYRK1A inh | HSP90 refold inh
Listed for `COc1ccc(S(=O)(=O)N2CCN(CC(=O)N3c4ccccc4CC3C)CC2)cc1OC` (stereo unspecified) → 14 | /
Listed for `C=C(C)C(=O)Nc1nnc(-c2ccccc2C)s1` → 5 | -4
